# M. tuberculosis = growth inhibition of non-replicating M. tuberculosis (AID 488890). Mycobacterium tuberculosis non-replicating, growth inhibition; higher % means a stronger effect. inhibition, % at 25 µM; hits with a dose series show IC50 in µM. hit rate 0.39% among 320,000; in the data active = a potency from the dose series; inconclusive = inhibition mostly from about 82% at the one dose, without a potency; inactive = the rest, 99 in 100 with inhibition below about 76%;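 note: plate controls were DMSO cells for no effect and high antibiotic wells for full effect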
# H1N1 NS1A inhibition = H1N1 influenza NS1A inhibitors, functional cell based assay (AID 504329). NS1A functional cell-based assay, percent inhibition; higher % means a stronger effect. inhibition, % at 12.5 µM, or IC50 in µM where a hit was titrated. hit rate 0.3% among 340,000; in the data active = a potency from the dose series; inconclusive = inhibition above about 27% without an active follow-up result; note: strong numbers were not always called active
# M. tuberculosis HTS = M. tuberculosis growth inhibition, HTS (AID 449762); M. tuberculosis H37Rv growth inhibition, 7H9 media; higher % means a stronger effect; inhibition, % at 25 µM, or IC50 in µM where a hit was titrated; hit rate 0.59% among 330,000; in the data active = a potency from the dose series; inconclusive = inhibition above about 70% without an active follow-up result;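 note: bacterial growth assessed after seven days of incubation; strong numbers were not always called active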
# VEEV TC-83 Vero = inhibitors of VEEV TC-83 cytopathic effect, confirmation, Vero cells (AID 588727) | Vero cells, VEEV TC-83 cytopathic effect inhibition; higher % means a stronger effect | hit rate 0.13% among 350,000 | inhibition, % at 20 µM, or IC50 in µM where a hit was titrated; in the data active = a potency from the dose series; inconclusive = inhibition mostly from about 14% at the one dose, without a potency; inactive = the rest, 99 in 100 with inhibition below about 12%; note: strong numbers were not always called active
# PhoP GFP inhibition = PhoP regulon inhibitors, Salmonella typhi PhoP promoter GFP reporter, confirmatory (AID 1850); inhibition, % at 50 µM, or IC50 in µM where a hit was titrated; hit rate 0.33% among 310,000; Salmonella Typhi PhoP-promoter GFP reporter, fluorescence, 4 h; higher % means a stronger effect; in the data active = a potency from the dose series; inconclusive = inhibition mostly from about 25% at the one dose, without a potency; inactive = the rest, 99 in 100 with inhibition below about 19%;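 note: 0% = induced wells with vehicle and 100% = uninduced wells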
# VEEV TC-83 Vero 10K pilot screen = further read-out of VEEV TC-83 Vero, marked with its call; inhibition, %; measured here: 10K pilot screen inhibition
# Numbers without * were called inactive; i = inactive; ? = inconclusive; nt = not tested or not shown.
SMILES,M. tuberculosis,H1N1 NS1A inhibition,M. tuberculosis HTS,VEEV TC-83 Vero,PhoP GFP inhibition,others
CCC1=C(OC(=O)c2ccccc2)C(C)(C)C(c2ccccc2)OC1=O (stereo not given),28%,-1%,-2%,5.7%,-2%,
CN1CCN(Cc2cccc3ncccc23)CC1CCO (stereo not given),1%,-1%,-5%,1.1%,1%,
Cc1nnc(-c2cccc(Br)c2)c2cn(-c3ccccc3)nc12,30%,5%,3%,1.6%,15%,
CCOC(=O)N1CCN(C(=O)/C(=C/c2ccc(Cl)cc2)NC(=O)c2ccccc2)CC1,10%,9%,-3%,1.1%,17%,
COc1ccc(C2SCCN2C(=S)Nc2cccc(C(F)(F)F)c2)cc1 (stereo not given),62%,1%,8%,0.1%,-7%,
COC(=O)CCC(=O)Nc1ccc(Cl)c(Cl)c1,5%,-3%,53%,i,2%,
CCC1=NN(C(=O)c2cccc(Br)c2)C(O)(c2ccc(Br)cc2)C1 (stereo not given),?,-1%,67%,i,-3%,
O=C(CNC(=O)c1ccccn1)N/N=C/c1ccc2c(c1)OCO2,-16%,11%,5%,0.2%,3%,
O=C(C1=NN[C@@H]2C(=O)N(c3cccc(C(F)(F)F)c3)C(=O)[C@H]12)c1ccc2ccccc2n1,nt,-11%,-11%,0.8%,-6%,
CC(Oc1ccc(Cl)cc1)C(=O)Nc1sccc1C(N)=O (stereo not given),9%,0%,0%,6.2%,5%,
O=C(CN1CCOCCOCCOCC1)Nc1ccccc1,-7%,-1%,-3%,2.1%,-5%,
Cc1ccccc1NC(=O)Cc1nc(COC(=O)c2cccc(O)c2)cs1,42%,-2%,-6%,11%,nt,
CCCC(=O)Nc1ccc2nc(C)n(Cc3ccccc3Cl)c(=O)c2c1,27%,11%,3%,4.2%,-2%,
CC(=O)Nc1ccc(S(=O)(=O)/N=C2/NC(=O)/C(=C\c3ccco3)S2)cc1,-10%,1%,-1%,1.9%,2%,
CCOC(=O)/C(=C\C=C\c1ccccc1)NC(=O)c1ccccc1,6%,26%,-1%,1.3%,-15%,
Cc1ccc(C(=O)Nc2ccc(Nc3ccccc3)cc2)cc1Br,8%,nt,1%,0.6%,6%,
CC/C(=C1/C(=O)CC(C)(C)C(C(=O)OC)C1=O)N1CCCC1 (stereo not given),7%,12%,-10%,i,-13%,
COc1cccc(-c2cc(=O)c3cc(NC(C)=O)ccc3[nH]2)c1,-9%,8%,1%,4.5%,-6%,
CC1(C(=O)O)CCC(C(=O)Nc2ccccc2O)C1(C)C (stereo not given),1%,5%,-3%,2.0%,0%,
Cc1ccc(NC(=O)CCn2cccc2)cc1C,77%,4%,?,7.7%,-15%,
CN(C(=O)c1ccccc1C(=O)OCC(=O)NCc1ccccc1)C1CCCCC1,-8%,7%,1%,0.1%,1%,
O=C(COCc1cc(-c2ccc3c(c2)OCO3)on1)Nc1cccnc1,?,-6%,?,2.8%,9%,
CCCCN1CC[C@H]2C=CC[C@@H](C(=O)NCCc3ccccc3)[C@H]2C1=O,5%,-20%,23%,0.0%,-11%,
CC1(C)N=C(N)N=C(N)N1c1ccc(F)cc1F,1%,-2%,-9%,0.6%,6%,
CCN(CC)CCN(C(=O)c1ccc(N2C(=O)CCC2=O)cc1)c1nc2cc3c(cc2s1)OCCO3,-13%,-32%,1%,0.1%,4%,
COc1ccc(/C=C2/SC(=S)N(CCCC(=O)N3CCN(C)CC3)C2=O)cc1,41%,5%,-2%,30%,-12%,
CC1C=CC=CC=CC=CC=CC=CC=CC(OC2OC(C)C(O)C(N)C2O)CC2OC(O)(CC(O)CC(O)C(O)CCC(O)CC(O)CC(=O)OC(C)C(C)C1O)CC(O)C2C(=O)O (stereo not given),nt,2%,nt,0.5%,nt,
CSc1nsc(SCC(=O)Nc2ccc(Br)cn2)n1,?,10%,?,3.4%,13%,
CC(C)/C=N\NC(=O)CCCCC(=O)N/N=C/C(C)C,-8%,-12%,4%,i,0%,
COc1cccc(/C=N/c2nc3ccccc3[nH]2)c1O,-16%,-3%,-1%,0.4%,-7%,
CC(=O)NC(CC(=O)OCC(=O)NCCc1ccccc1)c1ccccc1 (stereo not given),-3%,-5%,2%,i,10%,
Cc1noc(NS(=O)(=O)c2ccc(NC(=O)c3ccccc3NS(=O)(=O)c3ccc(F)c(F)c3)cc2)c1C,nt,-7%,nt,0.6%,nt,
Cc1cccc(N(C)C(=O)c2cc(S(=O)(=O)N3CCCC3)cn2C)c1,-7%,1%,-7%,0.9%,-1%,
CCOc1ccc(/C=N\NC(=O)CC(=O)NCCc2ccccc2)cc1,3%,-31%,4%,i,4%,
CSCCC(NC(=O)c1ccccc1)C(=O)OCC(=O)NCc1ccco1 (stereo not given),-9%,-10%,-2%,1.6%,nt,
O=C(NNC(=O)C1CCCO1)c1ccc(Br)cc1 (stereo not given),-2%,-8%,0%,1.2%,13%,
CCN(CC)S(=O)(=O)c1ccc(-c2nnc(SCC(=O)Nc3ccc(OC)c(OC)c3)o2)cc1,11%,-4%,6%,1.9%,8%,
Cc1c(C(=O)N(Cc2ccc(N(C)C)cc2)C2CCS(=O)(=O)C2)oc2ccccc12 (stereo not given),17%,9%,-2%,1.9%,6%,
Cc1nnc(SCc2cc([N+](=O)[O-])cc3c2OCOC3)n(N)c1=O,18%,2%,2%,7.2%,6%,
COc1ccc(-c2noc3c2-c2nc(-c4ccccc4F)sc2CC3)cc1,-10%,4%,10%,1.2%,6%,
Oc1ccc(-c2nnc(Nc3cccc(O)c3)c3ccccc23)cc1,8%,-9%,3%,6.1%,4%,
Cc1ccc2nc(SCC(=O)N3CC(C)OC(C)C3)nc(=O)n2c1 (stereo not given),-9%,-7%,-5%,0.6%,2%,
CC(C)(C)c1ccc(C(=O)Nc2ccc(C=C(C#N)C#N)cc2)cc1,73%,-12%,30%,1.7%,3%,
O=C(CN1C(=O)/C(=C/c2cccc(Br)c2)SC1=S)Nc1cccnc1,7%,-3%,5%,i,-2%,
O=C(CNS(=O)(=O)c1ccc(Br)cc1)NCc1ccncc1,-8%,-7%,3%,0.5%,10%,
COCCCNC(=O)C1CCC(CNS(=O)(=O)c2ccc(C)cc2)CC1 (stereo not given),-2%,nt,-2%,nt,-5%,
O=C(NCCN1CCN(c2ccc([N+](=O)[O-])cc2)CC1)NCc1ccccc1,16%,4%,1%,4.4%,0%,
Cc1ccc(CNC(=O)C(=O)NCCC2=CCCCC2)cc1,5%,3%,-5%,1.8%,-21%,
Cc1cccc(C(=O)NCC(=O)N(C)Cc2nc3ccccc3c(=O)[nH]2)c1,28%,-12%,1%,3.1%,nt,
O=C(Oc1ccc2cc(Br)ccc2c1)N1CCCCCC1,77%,nt,12%,nt,-9%,
CCOCCCNC(=O)c1ccc(NC(=O)C2CCCO2)cc1 (stereo not given),-4%,21%,-4%,0.2%,-16%,
CCN(CC)CCCNC(=S)N(Cc1cccs1)Cc1cc2cc3c(cc2[nH]c1=O)OCCO3,26%,-20%,1%,1.5%,8%,
CCCCNC(=O)NC1(C(F)(F)F)Oc2ccccc2O1,2%,-1%,2%,i,20%,
Cc1ccc(-n2ncc(-c3nn[nH]n3)c2N)cc1,11%,0%,11%,1.2%,5%,
Cc1cccc(Cn2c(CN3CCN(Cc4ccccc4)CC3)nc3c2c(=O)[nH]c(=O)n3C)c1,nt,3%,-4%,3.5%,nt,
O=C(C[C@H]1C(=O)N(C2CCCCC2)C[C@@H]1Cc1ccccc1)Nc1ccccc1,16%,0%,10%,0.9%,1%,VEEV TC-83 Vero 10K pilot screen=4.2
Cc1cccc2cc(COC(=O)C3CCCCC3)c(=O)[nH]c12,-9%,6%,-8%,0.3%,6%,
Cc1ccc(C(=O)OCC(=O)NNC(=O)c2ccccc2)c(O)c1,12%,-8%,-9%,0.2%,-9%,
COc1ccc(C(=O)N2CCCN(C)CC2)cc1S(=O)(=O)N1CCCc2ccccc21,24%,9%,-4%,i,-5%,
CC(C)CN(C(=O)c1cc(Cl)nc2ccccc12)C1CCS(=O)(=O)C1 (stereo not given),nt,5%,nt,i,nt,

# Retrieved by structure from the entries so far:
SMILES,M. tuberculosis,H1N1 NS1A inhibition,M. tuberculosis HTS,VEEV TC-83 Vero,PhoP GFP inhibition,others
COCCCNC(=O)C1CCC(CNS(=O)(=O)c2ccc(C)cc2)CC1 (stereo not given),-2%,nt,-2%,nt,-5%,
Cc1nnc(-c2cccc(Br)c2)c2cn(-c3ccccc3)nc12,30%,5%,3%,1.6%,15%,

# Other records follow.
SMILES,M. tuberculosis,H1N1 NS1A inhibition,M. tuberculosis HTS,VEEV TC-83 Vero,PhoP GFP inhibition,others
Cc1nc2ccc(Cl)cc2c(-c2ccccc2Cl)c1CC(=O)O,2%,13%,-10%,1.6%,-10%,
O=Nc1ccc(NOC(=O)c2ccccc2)cc1,69%,3%,14%,i,-9%,
N/C(=N\OC(=O)c1cccc(Br)c1)c1ccc([N+](=O)[O-])cc1,83%,9%,2%,1.3%,0%,
O=C(O)c1c(F)c(F)c(F)c(F)c1-c1ccc(Cl)cc1,-2%,-5%,-1%,0.4%,-4%,
O=C(N/N=C/c1cc([N+](=O)[O-])ccc1O)C1CC1,?,4%,22%,1.1%,29µM*,
Cn1c(CNC(=O)C2CCCCC2)cc2cc(Cl)ccc21,4%,-2%,-6%,1.3%,-3%,
CCOc1ccc(OCC)c(NC(=O)C2CCN(S(=O)(=O)c3cccnc3)CC2)c1,7%,-5%,-8%,i,3%,
CCCn1c(N)c(N(CCOC)C(=O)CCC2CCCCC2)c(=O)[nH]c1=O,9%,2%,4%,i,nt,
CCN1C[C@]2(COC(=O)c3ccccc3N)CC[C@H](OC)C34[C@@H]5C[C@H]6[C@H](OC)[C@@H]5[C@](O)(C[C@@H]6OC)[C@@](O)([C@H]13)[C@@H](OC)[C@@H]42,17%,17%,-2%,0.1%,1%,
NC(=O)CC(NC(=O)c1ccccc1)c1ccc(NCc2ccccn2)c([N+](=O)[O-])c1 (stereo not given),6%,-12%,2%,i,-7%,
Cc1ccc(/C=N\NC(=O)c2csnn2)cc1,5%,1%,19%,0.4%,5%,
O=Cc1c(NCCc2ccc(F)cc2)c2ccccc2[nH]c1=O,12%,-8%,0%,0.4%,-4%,
O=C(COC(=O)C1CC1)NCCc1ccccc1,41%,-7%,10%,3.1%,nt,
COc1ccccc1C(=O)NNC(=O)c1ccc(F)cc1,-4%,-3%,-5%,0.3%,-5%,
CCC(C(=O)Nc1cc(C)on1)c1ccccc1 (stereo not given),-15%,11%,4%,0.1%,12%,
Cc1nn2c(nc1=O)SCC(c1ccccc1)=N2,-4%,3%,5%,1.8%,-12%,
O=C(O)/C=C/C(=O)NNC(=O)c1cc(-c2ccccc2)n[nH]1,5%,10%,8%,1.4%,3%,
CCOc1ccc(-n2c(=O)c3sccc3n(CC(=O)NCC3CCCO3)c2=O)cc1 (stereo not given),-10%,1%,2%,i,7%,
CC1CCN(S(=O)(=O)c2ccccc2[N+](=O)[O-])CC1,0%,17%,12%,i,-3%,
CC1(C)C(=O)OC(c2ccco2)C(C)(C)C1=O (stereo not given),1%,13%,-2%,0.2%,2%,
Cc1c(NC(=O)C(C)Sc2nc(N)cc(=O)[nH]2)c(=O)n(-c2ccccc2)n1C (stereo not given),-1%,-13%,-1%,2.7%,nt,
C=CCNC(=S)/N=c1/ccccn1C,44%,6%,-8%,i,19%,
O=C(c1cnc(N2CCN(c3ncccn3)CC2)c2ccccc12)N1CCN(c2ccccn2)CC1,nt,9%,-3%,5.7%,-1%,
CS(=O)(=O)Cc1ccc(C(=O)NC2CCSc3ccccc32)cc1 (stereo not given),-12%,6%,-5%,2.0%,-4%,
CO/N=C/CC(=O)c1ccc([N+](=O)[O-])c(CS(=O)(=O)c2ccc(Cl)cc2)c1,-5%,-9%,8%,0.9%,-5%,
c1ccc(C2COC(c3cccs3)=N2)cc1 (stereo not given),30%,24%,0%,2.2%,-4%,

# Grouped by structure, those above containing a furan ring, fused or not.
SMILES,M. tuberculosis,H1N1 NS1A inhibition,M. tuberculosis HTS,VEEV TC-83 Vero,PhoP GFP inhibition,others
CC(=O)Nc1ccc(S(=O)(=O)/N=C2/NC(=O)/C(=C\c3ccco3)S2)cc1,-10%,1%,-1%,1.9%,2%,
CSCCC(NC(=O)c1ccccc1)C(=O)OCC(=O)NCc1ccco1 (stereo not given),-9%,-10%,-2%,1.6%,nt,
Cc1c(C(=O)N(Cc2ccc(N(C)C)cc2)C2CCS(=O)(=O)C2)oc2ccccc12 (stereo not given),17%,9%,-2%,1.9%,6%,
CC1(C)C(=O)OC(c2ccco2)C(C)(C)C1=O (stereo not given),1%,13%,-2%,0.2%,2%,

# Compounds were not picked by outcome, and some 1.4% of all compounds hit somewhere here.
